PhoP GFP inhibition = PhoP regulon inhibitors, Salmonella typhi PhoP promoter GFP reporter, confirmatory (AID 1850). Salmonella Typhi PhoP-promoter GFP reporter, fluorescence, 4 h; higher % means a stronger effect. one-dose inhibition, % at 50 µM; IC50 in µM for titrated hits. hit rate 0.33% among 310,000; in the data active means a potency from the dose series; inconclusive means inhibition mostly from about 25% at the one dose, without a potency; inactive means the rest, 99 in 100 with inhibition below about 19%;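 further: 0% = induced wells with vehicle and 100% = uninduced wells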
VEEV TC-83 Vero = inhibitors of VEEV TC-83 cytopathic effect, confirmation, Vero cells (AID 588727). inhibition, % at 20 µM; hits with a dose series show IC50 in µM. hit rate 0.13% among 350,000. Vero cells, VEEV TC-83 cytopathic effect inhibition; higher % means a stronger effect; in the data active means a potency from the dose series; inconclusive means inhibition mostly from about 14% at the one dose, without a potency; inactive means the rest, 99 in 100 with inhibition below about 12%; further: strong numbers were not always called active
M. tuberculosis = growth inhibition of non-replicating M. tuberculosis (AID 488890) | hit rate 0.39% among 320,000 | inhibition, % at 25 µM; hits with a dose series show IC50 in µM | Mycobacterium tuberculosis non-replicating, growth inhibition; higher % means a stronger effect; in the data active means a potency from the dose series; inconclusive means inhibition mostly from about 82% at the one dose, without a potency; inactive means the rest, 99 in 100 with inhibition below about 76%;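 further: plate controls were DMSO cells for no effect and high antibiotic wells for full effect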
H37Rv inhibition = M. tuberculosis growth inhibition, HTS (AID 449762); M. tuberculosis H37Rv growth inhibition, 7H9 media; higher % means a stronger effect; inhibition, % at 25 µM, or IC50 in µM where a hit was titrated; hit rate 0.59% among 330,000; in the data active means a potency from the dose series; inconclusive means inhibition above about 70% without an active follow-up result;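 further: bacterial growth assessed after seven days of incubation; strong numbers were not always called active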
H1N1 NS1A inhibition = NS1A inhibition, H1N1 influenza, cell based functional assay (AID 504329); NS1A functional cell-based assay, percent inhibition; higher % means a stronger effect; inhibition, % at 12.5 µM, or IC50 in µM where a hit was titrated; hit rate 0.3% among 340,000; in the data active means a potency from the dose series; inconclusive means inhibition above about 27% without an active follow-up result; further: strong numbers were not always called active
VEEV TC-83 Vero 10K pilot screen = second read-out of VEEV TC-83 Vero, no call of its own (marks repeat the call); inhibition, %; measured here: 10K pilot screen inhibition
Starred values were filed as active, the others as inactive; i = inactive; ? = inconclusive; / = no result given. Hits appear at their usual frequency. About 1.6% of those tested had a hit in this group.

SMILES	PhoP GFP inhibition	VEEV TC-83 Vero	M. tuberculosis	H37Rv inhibition	H1N1 NS1A inhibition	others
CC[C@@H](C)[C@H](C(CC(=O)N1CCCC1[C@@H](OC)[C@H](C)C(=O)N[C@H](Cc1ccccc1)c1nccs1)OC)N(C)C(=O)[C@H](NC(=O)[C@@H](C(C)C)N(C)C)C(C)C (stereo partly specified)	/	8.7%	/	/	-1%
O=C(Nc1ccc(S(=O)(=O)NCC2CCCO2)cc1)c1cnccn1 (stereo unspecified)	2%	i	-8%	-2%	-3%
CC1=C(C(=O)OCC2CCCO2)C(c2ccncc2)C2=C(CC(C)(C)CC2=O)N1 (stereo unspecified)	-5%	0.1%	15%	4%	0%
OCCNc1nc(NCCC2=CCCCC2)nc(N2CCOCC2)n1	-9%	i	12%	-10%	-23%
COc1cccc(CNC(=O)c2cccc(Br)c2)c1	2%	1.1%	55%	7%	-8%
O=C(Nc1nccs1)c1ccc(S(=O)(=O)N2CCOCC2)cc1	8%	2.6%	20%	5%	3%
CC(NC(=O)C(NC(=O)C(Cc1c[nH]c2ccccc12)NC(=O)OC(C)(C)C)C(C)C)C(N)=O (stereo unspecified)	6%	1.1%	8%	-7%	6%
Cc1ccc(Oc2ccc(S(=O)(=O)NCC(C)(C)N3CCOCC3)cc2)cc1	12%	i	43%	4%	13%
O=C(CN1CC[n+]2c(-c3cccs3)csc21)c1ccc(-c2ccccc2)cc1	26µM*	3.5%	-18%	-12%	12%
CCC(C)(C)C1CCC2(CC1)NC(=O)N(CC(=O)NCCCc1ccccc1)C2=O (stereo unspecified)	/	0.6%	29%	-7%	-3%
Cc1ccc(S(=O)(=O)c2ccc(Oc3ccccc3)cc2)cc1	-8%	i	11%	5%	6%
N#Cc1nc(COc2ccccc2)oc1N1CCCCC1	-13%	0.8%	15%	-2%	11%
Fc1ccccc1-c1csc(-c2cccnc2)n1	-1%	i	12%	0%	-18%
COc1ccc(C)cc1NC(=O)Nc1ccc(Br)cn1	-19%	2.4%	8%	3%	-5%
O=S(=O)(c1cccs1)N1CN(C2CCCCC2)c2nc3ccccc3nc21	-6%	0.9%	17%	-19%	13%
CC[N+](CC)(CC)CCCCCCCCCC[N+](CC)(CC)CC	15%	0.3%	3%	-12%	-4%
CCn1c(CNC(=O)c2ccco2)nnc1SCC(=O)c1ccc(OC)cc1	-4%	i	-12%	-7%	-14%
O=C(CCN=C1NS(=O)(=O)c2ccccc21)Nc1ccc(F)cc1Cl	/	3.1%	2%	7%	-3%
CC(C)c1csc(CN2CCC(N3CCC(C(=O)N4CCOCC4)CC3)CC2)n1	6%	2.1%	10%	0%	-6%
CCCCn1c(N)c(N(CCC(C)C)C(=O)c2ccc(C)o2)c(=O)[nH]c1=O	/	i	-2%	-5%	2%
CCC(C)(NC=O)C(=O)Nc1c(C)cccc1C (stereo unspecified)	5%	i	-5%	-2%	-6%
[N-]=[N+]=NC[C@H](c1ccccc1)N1CCN(Cc2ccccc2)CCC1=O	-5%	0.2%	28%	3%	-3%
Cc1ccc(C)c(CN2CCC(CNC(=O)Nc3ccc(C)c(C)c3)CC2)c1	-21%	i	2%	13%	-21%
N#C/C(=C\c1cccc(OC(=O)c2cccs2)c1)C(N)=O	-1%	1.8%	?	51%	-7%
CSCc1ccc(C(=O)OCc2nc3ccccc3s2)o1	/	1.4%	?	66%	9%

Fetched by structure from the entries so far (three):
SMILES	PhoP GFP inhibition	VEEV TC-83 Vero	M. tuberculosis	H37Rv inhibition	H1N1 NS1A inhibition	others
N#C/C(=C\c1cccc(OC(=O)c2cccs2)c1)C(N)=O	-1%	1.8%	?	51%	-7%
Cc1ccc(S(=O)(=O)c2ccc(Oc3ccccc3)cc2)cc1	-8%	i	11%	5%	6%
CC(C)c1csc(CN2CCC(N3CCC(C(=O)N4CCOCC4)CC3)CC2)n1	6%	2.1%	10%	0%	-6%

Additional compounds follow:
SMILES	PhoP GFP inhibition	VEEV TC-83 Vero	M. tuberculosis	H37Rv inhibition	H1N1 NS1A inhibition	others
Cc1ccc(C2C(C#N)C(C#N)N3CCCN23)cc1 (stereo unspecified)	-5%	0.1%	14%	-9%	9%
CC(C)Cn1cnc2c1c(=O)n(CC(O)c1ccccc1)c(=O)n2CC(C)C (stereo unspecified)	-11%	0.3%	9%	-3%	7%
O=C(O)c1nccnc1C(=O)Nc1ccc(Oc2c(Cl)cccc2Cl)nc1	8%	i	9%	-3%	/
Cc1cc(C)n(CCN(C)c2nc3nonc3nc2N2CCCCC2)n1	-6%	i	-10%	3%	0%
Cc1cc(C)n(CC(=O)N2CCCC(N3CCN(c4ccc(F)cc4)CC3)C2)n1 (stereo unspecified)	-4%	2.1%	3%	-5%	9%
COc1cccc(C(=O)NCCSc2ccc(C)cc2)c1	2%	0.5%	71%	13%	-10%
O=C(CSCc1cc(=O)n2nc(C3CC3)sc2n1)Nc1ccc(F)cc1	2%	0.8%	11%	-2%	8%
COc1cccc(/C(O)=C/c2nc3ccc(C(=O)NCCc4cccc(C)c4)cc3[nH]c2=O)c1	-78%	12%	6%	4%	7%
CCCN1C(=O)C(NS(=O)(=O)c2ccc(N)cc2)(C(F)(F)F)C(C(=O)OC)=C1C (stereo unspecified)	-4%	0.8%	-3%	-1%	-4%
CCc1ccc(CN2CCCC(C(=O)c3sccc3C)C2)o1 (stereo unspecified)	6%	i	8%	6%	-2%
O=C(O)c1ccccc1C(=O)Nc1ccc(Nc2ccc([N+](=O)[O-])cc2[N+](=O)[O-])cc1	-5%	0.3%	-5%	2%	16%
COC(=O)c1ccccc1-c1ccc(/C=N/Nc2nc(N3CCCC3)nc(N3CCCC3)n2)o1	-3%	9.1%	52%	?	-21%
CC(=O)Nc1ccc(NC(=O)C(C)OC(=O)c2cccc(S(=O)(=O)N3CCCCC3)c2)cc1 (stereo unspecified)	-4%	1.3%	-2%	-21%	-12%
Cc1cccc(OCCn2c(=O)oc3ccc(C)cc32)c1	-3%	0.7%	58%	17%	-9%
O=C(c1cccs1)c1sccc1Cc1ccccc1	/	0.6%	/	/	-9%
Cc1sc(NC(=O)CSc2nc(N)cc(N)n2)c(C#N)c1C	4%	3.0%	-2%	-8%	-3%
CCOCCCNC(=O)c1cn(CC)c2ccc(S(=O)(=O)N3CCC(C)CC3)cc2c1=O	9%	2.6%	10%	-1%	-8%
CN1CCc2c(sc(/N=C/c3ccco3)c2C(N)=O)C1	-9%	1.2%	-8%	-10%	9%
CC(=O)c1ccc(-c2nc3c4ccccc4ccn3c2C(C)=O)o1	-1%	9.3%	3%	-7%	2%
Cn1c(Cc2cccs2)nnc1SCC(=O)N1CCc2ccccc21	7%	0.6%	-4%	14%	2%
COc1cccc2cc(C(=O)N3CCN(c4ccccc4F)CC3)c(=O)oc12	-2%	0.4%	1%	1%	16%
Cc1cc(NS(=O)(=O)c2ccc(C3CCCCC3)cc2)no1	-16%	1.2%	13%	4%	-7%
CC(C)CCOc1ccc(C(=O)NCC(c2cccs2)N2CCOCC2)cc1 (stereo unspecified)	-1%	2.1%	2%	58%	-10%
CCCCn1c(N)c(N(Cc2ccccc2OC)C(=O)c2ccc([N+](=O)[O-])s2)c(=O)[nH]c1=O	0%	9.2%	37%	3%	-7%
CC(C(=O)NCCS(=O)(=O)c1ccc(Cl)cc1)S(=O)(=O)c1ccc(Cl)cc1 (stereo unspecified)	8%	i	-5%	-3%	-5%

(listing goes on)
SMILES	PhoP GFP inhibition	VEEV TC-83 Vero	M. tuberculosis	H37Rv inhibition	H1N1 NS1A inhibition	others
O=C(c1cccc(S(=O)(=O)N2CCOCC2)c1)N1CCOCC1	11%	4.3%	1%	-10%	2%
COC(=O)c1cc2c(C)cc3ccc(C)cn3c-2c1C(=O)OC	4%	6.3%	-4%	-4%	0%
O=C(Nc1cccc(Cl)c1)c1cncn1-c1ccc(F)cc1	-19%	i	37%	12%	4%
C#CCN1C(=O)S/C(=C/C=C/c2ccc(N(C)C)cc2)C1=O	-6%	3.4%	19%	4%	23%
CC(C)(C)n1nc2c(c1NC(=O)c1cc3ccccc3o1)CSC2	10%	i	22%	11%	3%
CC1=CC(C)=Nc2ccccc2N1	-8%	i	8%	-2%	-3%
O=c1nc(-c2ccccc2)n(-c2ccc(Cl)cc2)[nH]1	-11%	1.4%	30%	-1%	4%
O=C(c1ccco1)N1CCN(C(=O)C2c3ccccc3Oc3ccccc32)CC1	1%	i	18%	2%	-2%
CCN1C(=O)NC(c2cccnc2)C(C(=O)OC)=C1C (stereo unspecified)	-6%	i	-7%	-12%	-1%
O=C(Nc1ccccc1N1CCOCC1)c1ccco1	6%	3.4%	-1%	-3%	5%
O=[N+]([O-])c1cccc(NC(=S)N2CCOCC2)c1	-2%	0.8%	-11%	-5%	-9%
Cc1cc(NC(=O)CSc2nc(-c3ccc(Cl)cc3)cs2)no1	8%	0.1%	?	?	-6%
CC(=O)Nc1nc(-c2ccccc2)cc(-c2ccco2)c1C#N	/	0.4%	-2%	-2%	-14%
COCCCNC(=S)N(CCCO)Cc1cc2cc3c(cc2[nH]c1=O)OCCO3	-6%	1.8%	-6%	-6%	-7%
Nc1sc(-c2ccccc2)cc1-c1n[nH]c(=S)n1C1CCCCC1	-1%	4.8%	-8%	7%	/
Cc1ccccc1N1CCN(Cc2cc3c(cc2[N+](=O)[O-])OCO3)CC1	-5%	i	/	7%	2%
Cc1sc2nc(Cc3ccccc3)[nH]c(=O)c2c1-c1ccccc1	-4%	0.2%	4%	5%	-5%
O=C(O)C1(C(=O)O)CCCC1	/	3.0%	/	/	8%
COc1ccc(C2=NS(=O)(=O)N(C)C(C(=O)N(C)Cc3ccccc3)=C2)cc1	-5%	5.4%	9%	-11%	-18%	VEEV TC-83 Vero 10K pilot screen=0.3
C/C(=N/NS(=O)(=O)c1ccc(C(C)(C)C)cc1)c1ccc2c(c1)OCO2	-2%	2.3%	17%	-1%	-13%
O=C(Nc1nc(-c2ccccc2)cs1)C1CCCO1 (stereo unspecified)	-15%	1.4%	-4%	-5%	1%
COc1ccc(NC(=O)CN(C)C(=O)c2ccc(-c3ccccc3Cl)o2)cc1	12%	6.7%	13%	-9%	-4%
COc1ccc(C2/C(=C(/O)c3ccc(F)cc3)C(=O)C(=O)N2CCCN(C)C)cc1 (stereo unspecified)	/	0.1%	/	/	-1%
CCOc1ccccc1NC(=O)Nc1cc(C(=O)O)ccc1C	2%	0.5%	-2%	-2%	7%
COC(=O)[C@H](Cc1ccccc1)NC(=O)NCc1ccccc1	5%	4.7%	-18%	-2%	9%
CN(CC(=O)Nc1ccccc1C(F)(F)F)C(=O)CSc1nnc(-c2ccncc2)n1C	/	0.9%	-3%	-1%	-10%

3 compounds from above, sorted by formula weight, descending:
SMILES	PhoP GFP inhibition	VEEV TC-83 Vero	M. tuberculosis	H37Rv inhibition	H1N1 NS1A inhibition	others
C#CCN1C(=O)S/C(=C/C=C/c2ccc(N(C)C)cc2)C1=O	-6%	3.4%	19%	4%	23%
CC(=O)Nc1nc(-c2ccccc2)cc(-c2ccco2)c1C#N	/	0.4%	-2%	-2%	-14%
CCN1C(=O)NC(c2cccnc2)C(C(=O)OC)=C1C (stereo unspecified)	-6%	i	-7%	-12%	-1%

Structures above containing a tert-butyl group, in the order listed:
SMILES	PhoP GFP inhibition	VEEV TC-83 Vero	M. tuberculosis	H37Rv inhibition	H1N1 NS1A inhibition	others
CC(NC(=O)C(NC(=O)C(Cc1c[nH]c2ccccc12)NC(=O)OC(C)(C)C)C(C)C)C(N)=O (stereo unspecified)	6%	1.1%	8%	-7%	6%
CC(C)(C)n1nc2c(c1NC(=O)c1cc3ccccc3o1)CSC2	10%	i	22%	11%	3%
C/C(=N/NS(=O)(=O)c1ccc(C(C)(C)C)cc1)c1ccc2c(c1)OCO2	-2%	2.3%	17%	-1%	-13%

Screens: PubChem, Southern Research Specialized Biocontainment Screening Center
